TCR act: activates T cell receptor signaling. primary human leukocytes, anti-CD3, IL-2 HTRF, 48 h. Potency, µM (highest dose often 9.22 µM), for inactives: at the top dose activation of IL-2 secretion, most hits filed as activators. 330,000 tested, under 10 active. AID 504894; also: % of control where 0% means no effect
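1) Mix primary human leukocytes, a-CD3 beads and compound. 2) Incubate 48 hr. 3) Add HTRF IL-2 reagents (a-IL-2-K, a-IL-2-d2).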
TSG101-PTAP inh: blocks PTAP/TSG101 interaction to inhibit HIV-1 budding; Q99816; AID 493005; Fluorescence polarization, FITC-PTAP peptide / Tsg101 binding; 340,000 tested, under 10 active; Potency, µM (top dose mostly 115 µM), for the others: at the highest dose activity change, negative = inhibition, usual class: inhibitors; active = well fitted inhibition curve with a large enough effect in the main read-out, with a control signal flat, not every such curve was filed as active; inconclusive = small, poorly fitted or top-dose-only effect, or effect the other way, or a change in a side signal; inactive = no such curve, though single readings can be large or run the other way; also: potency is read from the fitted curve at half-maximal effect; % of control where 0% means no effect
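Tsg101 binding domain (10 uM final) was mixed with compound and a FITC-labeled PTAP peptide (50 nM final) in HEPES pH 7.5 buffer with NaCl, Tween 20, EDTA and TCEP; fluorescence polarization was read after 20 min at r.t.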
Tb PFK inh: blocks T. brucei phosphofructokinase; O15648; T. brucei PFK, ADP-Glo luminescence; Potency, µM (doses to about 57.5 µM), inactives show top-dose activity, negative = inhibition, hits mostly inhibitors; 0.17% of 330,000 active;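 also: potency is read from the fitted curve at half-maximal effect; 0% = uninhibited 1x PFK enzyme wells and -100% = no-enzyme wells; nearly all actives have a fitted effect of over 60% in size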
Target sequence (O15648 whole entry, looked up): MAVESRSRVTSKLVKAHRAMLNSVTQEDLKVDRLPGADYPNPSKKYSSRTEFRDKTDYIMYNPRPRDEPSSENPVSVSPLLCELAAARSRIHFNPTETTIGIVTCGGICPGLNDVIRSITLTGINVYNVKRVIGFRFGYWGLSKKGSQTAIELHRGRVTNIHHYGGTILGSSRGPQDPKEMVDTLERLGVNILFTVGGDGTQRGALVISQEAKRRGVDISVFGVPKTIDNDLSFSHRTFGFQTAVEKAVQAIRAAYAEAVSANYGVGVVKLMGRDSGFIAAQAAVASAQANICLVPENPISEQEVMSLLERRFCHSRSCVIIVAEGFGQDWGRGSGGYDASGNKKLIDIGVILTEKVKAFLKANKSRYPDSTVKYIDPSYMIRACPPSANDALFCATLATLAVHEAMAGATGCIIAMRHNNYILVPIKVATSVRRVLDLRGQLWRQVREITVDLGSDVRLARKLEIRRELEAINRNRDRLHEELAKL
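1.25 nM PFK with 0.5 mM F6P and 0.1 mM ATP in 0.1 M TEA pH 8.0, 5 mM MgCl2, incubated 45 min at room temperature; ADP measured by ADP-Glo luminescence; compounds titrated up to 57 uM.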
TSHR antagonist: blocks TSH signaling through the human TSH receptor | 0.2% of 330,000 active | TSHR-expressing cells, TSH-stimulated cAMP HTRF, 2 h; hits give low values | AID 504810 | activity change, negative = inhibition, % at 11.5 µM;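 active = activity change below a set negative limit, meaning inhibition stronger than a set level, cut at about -70% in these data; inconclusive = activity change between two set negative limits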; also: % is scaled to controls: 0 for no effect and ±100 for the full control effect
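Antagonism was scored as loss of TSH-driven cAMP in TSHR cells, stimulated with 4nM TSH (EC80) for 2 hours at 37 deg C and detected by homogeneous HTRF competition immunoassay.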
ELG1 repair inh: blocks ELG1-dependent DNA repair in HEK293T cells | HEK293T ELG1-luciferase reporter, luminescence, 16 h; DNA damage induced by 5-fluorouridine | Potency, µM (highest dose often 46.1 µM), without a hit: at the top dose activity change, negative = inhibition, usual class: inhibitors | 2.3% of 330,000 active | AID 504467; also: potency is read from the fitted curve at half-maximal effect; % is scaled to controls: 0 for no effect and ±100 for the full control effect; nearly all actives have a fitted effect of over 55% in size
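Cells (2,000 per well) received 5-fluorouridine plus test compound or DMSO and were incubated 16 hr at 37 °C, 5% CO2. Luciferase activity was read by luminescence 30 min after ONE-Glo addition; signal suppression marked inhibition of damage-induced ELG1 function.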
Chronic BCR inh: chronic active BCR signaling inhibition | ABC-DLBCL IkBa-CBG/CBR reporter, luminescence ratio, 4 h | 0.05% of 340,000 active | Potency, µM (titrated, usually from 46.1 µM), for the others: at the highest dose ratio change, negative = lower green/red ratio, actives largely listed as inhibitors | AID 493014; active = well fitted inhibition curve with a large enough effect in the signal ratio, with a control signal flat, not every such curve was filed as active; inconclusive = small, poorly fitted or top-dose-only effect, or effect the other way, or a change in a side signal; the % refers to the signal ratio;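 also: potency is read from the fitted curve at half-maximal effect; plate controls were basal doxycycline-induced cells for no effect and cells given 10 µM MG132 for full effect; MG132 reads +100%, hits lower the ratio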
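Cell line TMD8 (human ABC DLBCL), stably expressing tet-inducible CBG68-IkBa fusion and CBR; IMDM/0.5% FBS; cpd up to 46 uM; dox induction, 4 h, 37C/5% CO2; dual luminescence; green/red ratio; MG132 control.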
ASM inhibitor: human S-ASM enzyme inhibition. P17405. placental ASM, HMU-PC fluorogenic substrate, 60 min. Potency, µM (top dose mostly 57.5 µM), without a hit: top-dose activity change, negative = inhibition, actives largely listed as inhibitors. 0.006% of 340,000 active. AID 504937; also: potency is read from the fitted curve at half-maximal effect
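Fluorogenic HMU-PC substrate (9 uM final) is turned over by placental ASM in 60 min at 37 C after a 10 min compound preincubation. Reaction ended by alkaline stop (pH 10), with fluorescence read at 386/447 nm.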
AT treatment: potential ataxia-telangiectasia treatment; 0.19% of 320,000 active; Potency, µM (doses to about 57.5 µM), for inactives: top-dose activation, actives largely listed as activators; AID 485349; […] A-T fibroblasts, KAP-1 phosphorylation AlphaLISA; neocarzinostatin DNA damage 30 min before lysis; also: potency is read from the fitted curve at half-maximal effect; % of control where 0% means no effect; nearly all actives have a fitted effect of over 45% in size
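ATM-like activity read as KAP-1 phosphorylation via AlphaLISA donor/acceptor antibody pairs after lysis and 6 hr at 25C. Cells were ATM-null patient fibroblasts ([…], hTERT), dosed 60 min, then exposed to the DSB inducer NCS for 30 min.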
Mito fusion act: blocks mitochondrial division or promotes mitochondrial fusion. S. cerevisiae fusion-defective mutant growth rescue, CellTiterGlo 48 h. Potency, µM (series often up to 46.1 µM), for inactives: at the highest dose growth rescue (activation), actives largely listed as activators. 0.23% of 320,000 active. AID 485298;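 also: potency is read from the fitted curve at half-maximal effect; % of control where 0% means no effect; nearly all actives have a fitted effect of over 45% in size; temperature-sensitive fusion mutants such as fzo1-1 at 37 °C on non-fermentable ethanol glycerol medium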
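Luminescent cell viability in 1536-well qHTS format served as the measure of rescued growth in ts fusion-mutant S. cerevisiae cultured on non-fermentable YPEG for 48 hours at 37C.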
Eya2 inh: inhibitors of human Eya2 phosphatase activity. Potency, µM (top dose mostly 76.9 µM), inactives show top-dose activity, negative = inhibition, most hits filed as inhibitors. O00167. AID 488837. recombinant Eya2, OMFP fluorescence dephosphorylation (OMFP is methylfluorescein phosphate). 0.006% of 330,000 active; also: potency is read from the fitted curve at half-maximal effect; % is scaled to controls: 0 for no effect and ±100 for the full control effect
Target sequence (O00167 whole entry, looked up): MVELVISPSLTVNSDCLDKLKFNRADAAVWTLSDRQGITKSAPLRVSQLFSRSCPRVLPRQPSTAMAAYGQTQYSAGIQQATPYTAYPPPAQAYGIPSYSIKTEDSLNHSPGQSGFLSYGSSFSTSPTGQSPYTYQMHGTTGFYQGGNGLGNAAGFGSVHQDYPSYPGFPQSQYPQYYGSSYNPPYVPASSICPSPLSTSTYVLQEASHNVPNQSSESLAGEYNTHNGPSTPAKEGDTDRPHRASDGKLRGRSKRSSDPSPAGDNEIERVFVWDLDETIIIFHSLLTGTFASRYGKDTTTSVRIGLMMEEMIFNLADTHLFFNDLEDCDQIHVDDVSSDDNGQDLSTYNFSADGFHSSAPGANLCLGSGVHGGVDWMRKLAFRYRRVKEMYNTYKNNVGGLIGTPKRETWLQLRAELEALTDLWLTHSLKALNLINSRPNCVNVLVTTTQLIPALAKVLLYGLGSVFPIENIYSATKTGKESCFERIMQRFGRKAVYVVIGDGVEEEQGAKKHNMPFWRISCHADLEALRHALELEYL
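Eya2 protein (added as 0.2 uM solution) was preincubated with compound for 10 min at ambient temperature in 50 mM HEPES pH 7.5, 50 mM NaCl, 5 uM MgCl2, 0.05% BSA, 1 mM DTT. OMFP (added at 50 uM) then reacted 10 min; fluorescence read at 485/525 nm.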
Integrin act MD: activates integrin-mediated alleviation for muscular dystrophy. alpha7betagal myoblasts, beta-gal FDG fluorescence, 48 h. Potency, µM (top dose mostly 38.3 µM), for inactives: top-dose activation, actives largely listed as activators. 0.064% of 350,000 active;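 also: potency is read from the fitted curve at half-maximal effect; 100% = response of the positive control SU9516; nearly all actives have a fitted effect of over 60% in size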
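Alpha7betagal+/- myoblasts (passage 13) were plated 16-24 hr, then exposed to compounds (1:260 dilution of DMSO stock) for 48 hours at 37C. After MPER lysis, β-galactosidase reporter activity was read as FDG fluorescence (ex 480/em 540) after 30 minutes.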
Active calls of the source: *; ? = inconclusive; nt = not tested or not shown; [ ] = another dose, or the depositor's remark. Unless noted, calls follow the shape of the dose curve; as a rule, active = well fitted curve in the direction sought with a large enough effect; inconclusive = small, poorly fitted or top-dose-only effect, or another doubt; inactive = no such curve, though single readings can be large; an effect the other way counts as inactive or inconclusive. This is a random part of the collection; about 3.2% have a hit in one of these screens.

SMILES	TCR act	TSG101-PTAP inh	Tb PFK inh	TSHR antagonist	ELG1 repair inh	Chronic BCR inh	ASM inhibitor	AT treatment	Mito fusion act	Eya2 inh	Integrin act MD
C=CCn1c(SCC(=O)Nc2sc3c(c2C#N)CCC3)nnc1C1COc2ccccc2O1 (centres undefined)	1%	-6%	-7%	7	-12%	21%	-28%	4%	19%	-3%	-31%
COc1ccccc1C(=O)NNC(=O)c1ccc(F)cc1	2%[46.1 µM]	-6%	4%	4	?	?	1%	4%	-13%	0%	-6%
CC(C)(C)NC(=O)CCN1CCOCC1	2%	-10%	-2%	-2	-5%	0%	2%	-5%	1%	-5%	5%
NC(=O)CSc1oc(-c2ccco2)nc1S(=O)(=O)c1ccc(Br)cc1	-4%	-6%	-1%	-11	1%	-1%	1%	1%	-18%	-6%	?
CCc1cc(C(=O)Nc2ncccc2O)sc1C	-1%	3%	3%	-13	?	0%	2%	10%	1%	-10%	7%
CC(=C\c1ccccc1)/C=C1/SC(=S)N(C(C(=O)O)C(C)C)C1=O (centres undefined)	3%	-4%	-4%	-18	4%	?	-2%	-9%	-7%	4%	14%
COC(=O)CSc1nc2ccccc2c(=O)n1C	nt	-1%	3%	-1	-7%	1%	0%	1%	6%	18%	17%
COc1ccc(S(=O)(=O)N2CCOC2CNC(=O)C(=O)NCc2ccc(F)cc2)cc1OC (centres undefined)	1%	0%	-6%	4	12%	4%	-2%	-5%	0%	4%	31%
Cc1ccccc1C(=O)OC(C)CN1CCN(C)CC1 (centres undefined)	-1%	-2%	0%	8	-11%	?	5%	-2%	-16%	6%	21%
COc1ccc(/C=C/C(=O)N(C)c2ccccc2C(=O)O)cc1	5%	-2%	10%	4	13%	?	1%	0%	5%	-5%	-19%
CC(C)(C)OC(=O)Nc1ncnc2c1ncn2C1OC(CO)C2OC(C)(C)OC21 (centres undefined)	1%	3%	-1%	0	19%	-2%	5%	12%	2%	-3%	10%
COc1ccc(C(=O)N=C2SC3CS(=O)(=O)CC3N2Cc2ccccc2)cc1OC (centres undefined)	0%	-5%	0%	9	-24%	-1%	-3%	5%	-1%	-4%	7%
CCOC(CNC(=O)CCc1c(C)nc2nc(C)nn2c1C)OCC	nt	-9%	-3%	-1	8%	5%	5%	1%	1%	-1%	5%
COc1cccc(Nc2nc(N)nc(C(F)(F)F)n2)c1	-24%	-9%	-2%	-10	?	?	-8%	-6%	-10%	-2%	6%
COc1ccc(Oc2nccc(-c3ccccc3)c2C#N)cc1	3%	1%	2%	3	?	?	9%	4%	0%	5%	6%
O=C1CCN(S(=O)(=O)c2ccccc2)CCN1CCOCc1ccc(C(F)(F)F)cc1	1%	-3%	4%	-8	?	?	2%	-3%	-6%	-8%	-20%
O=C1CCC(NC(=O)c2ccccc2)C(=O)N1 (centres undefined)	-5%	-5%	-5%	-10	19%	-17%	2%	0%	2%	18%	?
NC(=S)N/N=C/c1ccc(C(F)(F)F)cc1	2%[46.1 µM]	-6%	-1%	0	-5%	?	-1%	-4%	-2%	-5%	-21%
Cc1cccc(CNC(=O)CC2C(=O)NCCN2C2CCCC2)c1 (centres undefined)	2%	-1%	-2%	-5	9%	1%	2%	3%	-3%	-5%	8%
C=COCCNC(=O)Nc1ccc(Cl)cc1Cl	0%	-1%	?	3	-9%	11%	3%	-5%	-1%	-7%	6%
CC1CCC2(CC1)NC(=S)N(C(C)(C)C)N2 (centres undefined)	1%	-4%	-11%	-4	-11%	6%	-1%	-5%	-4%	10%	9%
Cc1cc(Nc2ccccc2)nc(NCc2ccccc2)n1	-4%[46.1 µM]	-5%	-1%	2	4.6µM*	?	-7%	0%	13%	-14%	-51%[inhibitor]
CCCN1C(=O)SC(CC(=O)Nc2ccccc2C)C1=O (centres undefined)	-2%[46.1 µM]	-11%	2%	0	?	?	6%	-4%	2%	0%	-19%
CCN(C(=O)C1CCCN(c2nc(-c3ccc(OC)cc3)no2)C1)c1ccc(OC)cc1 (centres undefined)	-6%	0%	4%	-28	?	?	-24%	14%	-20%	6%	4%
CCCc1c(C)nc(N2CCN(c3cccc(OC)c3)CC2)[nH]c1=O	1%	-6%	-4%	-10	?	13%	3%	2%	9%	12%	2%
CCOC(=O)NN1C(=O)c2ccccc2NC1c1cccnc1 (centres undefined)	5%	-2%	-4%	5	1%	7%	135%[activator]	3%	-6%	20%	8%
CC1(C)Cc2c(sc3nnn(CC(=O)Nc4ccccc4)c(=O)c23)CO1	-2%	1%	-11%	4	?	-5%	-1%	2%	-4%	16%	-10%
Cc1sc2nc(SCC(=O)c3cccs3)n(Cc3ccco3)c(=O)c2c1C	nt	2%	6%	2	-7%	-1%	-8%	1%	1%	4%	11%[7.66 µM]
Cc1c(C)c2ccc(OC(C)C(=O)NCCc3c[nH]c4ccccc34)cc2oc1=O (centres undefined)	3%	-7%	2%	4	-6%	-1%	-1%	-3%	4%	-2%	-4%
CC(=O)N1CCN(c2nc(C)nc3sc4c(c23)CCC(C)C4)CC1 (centres undefined)	nt	-6%	5%	-9	-7%	7%	1%	2%	-6%	1%	-19%
COc1cc(NC(=O)CN2C(=O)C(=O)N(CC(C)C)C2=O)cc(OC)c1	1%	-1%	7%	10	-8%	-1%	-1%	8%	-6%	3%	1%
Cc1cc(S(=O)(=O)N2CCOCC2)ccc1OCC(=O)NCCN1CCOCC1	0%	-2%	0%	-6	-1%	1%	-2%	6%	5%	7%	0%
COc1cc(NC(=O)CN2c3ccccc3CC2C)cc(OC)c1OC (centres undefined)	-2%	-3%	-3%	2	16µM*	-12%	-1%	-1%	3%	17%	-17%
CC(=O)Oc1ccc(/C(C)=N\N2CCN(Cc3ccc(Cl)cc3)CC2)cc1	-2%	-1%	-4%	-4	?	3%	4%	2%	0%	-14%	18%
Cc1cccc(NC(=O)Nc2nnc(-c3ccccc3)o2)c1	-9%	-3%	1%	-8	12%	4%	2%	2%	-2%	-29%	-1%
O=C(c1ccc(S(=O)(=O)N2CCCC2)cc1)N1CCCC(C(F)(F)F)C1 (centres undefined)	0%	-2%	0%	1	-5%	0%	0%	-2%	4%	0%	0%
Cc1cc(/C=C(\C#N)C(=O)NCc2cccs2)c(C)[nH]1	-5%	-5%	-2%	2	26%	?	11%	-2%	6%	2%	-6%
C/C(=N\N=C1\NC(=O)C(CC(=O)NCc2ccccc2)S1)C(C)C (centres undefined)	1%	-4%	2%	-3	11%	-1%	-2%	-6%	-7%	4%	-14%
COc1ccc(NC(=O)C/C(C)=N/NC(=O)c2ccncc2)c([N+](=O)[O-])c1	-2%	1%	-5%	-3	8%	-20%	-1%	-8%	-2%	-5%	9%
CC(C)(C)NC(=O)C(c1ccc(Cl)cc1)N(Cc1ccco1)C(=O)CCl (centres undefined)	-2%	-5%	-3%	-4	-9%	-1%	3%	-8%	4%	6%	18%
Cc1cc(S(=O)(=O)NCc2ccncc2)c(C)cc1Br	3%	nt	0%	-31	?	-1%	1%	14%	-2%	3%	-44%
COCCSc1nnc(NC(=O)CSCc2ccccc2)s1	-1%	-13%	-3%	-8	16%	8%	1%	6%	2%	-18%	-3%
Cc1cc(C)cc(NC(=O)CN2CCN(c3ccccn3)CC2)c1	1%	0%	-3%	21	-3%	-2%	3%	1%	5%	6%	-19%
Cc1nnsc1NC(=O)OCc1ccc(C(C)(C)C)cc1	-2%	2%	5%	-20	-2%	-2%	0%	3%	-13%	-14%	-35%
COc1cccc2cc(C(=O)NC3CC4CCC3C4)oc12 (centres undefined)	7%	-7%	-4%	-11	-18%	?	-1%	4%	4%	6%	-9%

Screens as filed in PubChem.
